Source: PubChem
CYP2C19 act – human CYP2C19 activators, primary screen, biochemical, luminescence | recombinant CYP2C19, luciferin-H EGE luminescence; hits give high values; 0 = fully inhibited enzyme, 1 = untreated enzyme | activation factor at 5 µM | 96,000 tested, under 10 active;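 active = activation factor of at least 2 at 5 µM in the primary screen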;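 also: 0 = wells with 2.5 mM tranylcypromine and 1 = vehicle-only wells; values of inactives mirror those of a sister screen read the other way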
CYP2C19 inh – blockers of cytochrome P450 2C19 activity – biochemical, luminescence, ADME assay, primary screen; CYP2C19 Supersomes, luciferin-H EGE luminescence, 30 min; inhibition, % at 5 µM; 96,000 compounds, 21% hits; AID 778, 2007;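 active = CYP2C19 inhibition above a set limit at 5 µM in the primary screen, cut at about 50% in these data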;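 also: plate controls were negative control wells for no effect and 2.5 mM tranylcypromine positive control for full effect; values of inactives mirror those of a sister screen read the other way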
VCAM1 TNFa inh – inhibitors of TNFa-induced VCAM1 expression, primary screen, imaging, HUVEC, TNFa stimulus, immunofluorescence | AID 802, 2007 | 95,000 compounds, 0.48% hits | inhibition, % at 2 µM | HUVEC TNFa-induced VCAM-1 immunofluorescence, high-content imaging;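 active = inhibition above the batch mean plus 3 SD, with images confirmed as a hit by eye, cut at about 37% in these data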;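 also: 0% = TNF-stimulated DMSO wells and 100% = unstimulated control wells; not every result past the cut was called active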
CYP2C9 inhib – blockers of cytochrome P450 2C9 activity – biochemical, luminescence, ADME assay, primary screen; inhibition, % at 5 µM; CYP2C9 Supersomes, luciferin-H conversion; 96,000 compounds, 20% hits; AID 777, 2007; P11712;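 active = blocking of liver enzyme CYP2C9 beyond about 50% at 5 µM, limit read from the data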; also: values of inactives mirror those of a sister screen read the other way
Target sequence (P11712 whole entry, looked up): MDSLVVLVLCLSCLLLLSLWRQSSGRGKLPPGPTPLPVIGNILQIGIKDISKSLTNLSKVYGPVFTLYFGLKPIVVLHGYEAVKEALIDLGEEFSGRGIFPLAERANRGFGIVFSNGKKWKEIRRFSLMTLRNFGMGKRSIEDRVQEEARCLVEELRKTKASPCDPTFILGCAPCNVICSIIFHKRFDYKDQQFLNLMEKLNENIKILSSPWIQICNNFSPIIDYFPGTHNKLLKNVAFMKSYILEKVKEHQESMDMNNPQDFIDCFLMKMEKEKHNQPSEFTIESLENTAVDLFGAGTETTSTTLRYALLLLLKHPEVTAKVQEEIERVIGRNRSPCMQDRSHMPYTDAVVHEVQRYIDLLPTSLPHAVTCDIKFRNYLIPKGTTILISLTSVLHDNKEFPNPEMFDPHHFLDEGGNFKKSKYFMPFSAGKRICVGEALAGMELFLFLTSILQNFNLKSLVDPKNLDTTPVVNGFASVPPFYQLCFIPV
hDAT+cocaine – changed hDAT dopamine uptake under cocaine IC80, either direction, primary screen, cocaine antagonist project, cell-based, LLC-PK1 hDAT, [14C]-dopamine uptake, MLSMR | Sodium-dependent dopamine transporter (Homo sapiens), Q01959 | LLC-PK1 hDAT cells, [14C]-dopamine uptake with cocaine IC80; actives deviate in either direction | B-score at 10 µM | 110,000 compounds, 1.3% hits | AID 449768, 2010;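 active = Z score or B-score, a plate-position-corrected score, falls beyond the plate's 99.7% confidence bounds, in either direction; inactive = both scores lie inside the 99.7% bounds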;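 also: scored against the spread of the other compound wells on the same plate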
Target sequence (Q01959 whole entry, looked up): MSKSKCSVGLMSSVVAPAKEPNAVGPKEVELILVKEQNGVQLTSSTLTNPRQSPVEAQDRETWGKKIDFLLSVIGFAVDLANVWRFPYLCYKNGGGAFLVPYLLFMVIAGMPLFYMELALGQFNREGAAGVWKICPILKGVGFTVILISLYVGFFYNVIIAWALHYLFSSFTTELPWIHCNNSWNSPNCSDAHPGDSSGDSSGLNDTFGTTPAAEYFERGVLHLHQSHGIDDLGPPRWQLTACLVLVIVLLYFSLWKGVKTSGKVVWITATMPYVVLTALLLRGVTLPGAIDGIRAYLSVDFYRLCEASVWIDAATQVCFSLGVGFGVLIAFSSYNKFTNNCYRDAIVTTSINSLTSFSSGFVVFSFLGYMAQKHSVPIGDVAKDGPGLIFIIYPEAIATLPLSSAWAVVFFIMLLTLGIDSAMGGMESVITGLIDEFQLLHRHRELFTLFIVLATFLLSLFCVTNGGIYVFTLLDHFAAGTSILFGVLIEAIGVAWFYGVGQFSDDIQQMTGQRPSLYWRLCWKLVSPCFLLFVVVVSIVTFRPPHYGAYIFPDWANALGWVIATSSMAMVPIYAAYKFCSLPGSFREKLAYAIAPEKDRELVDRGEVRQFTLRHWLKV
HUVEC tox TNFa – cytotoxicity in TNFa-stimulated HUVEC, primary screen, cytotoxicity control for VCAM1 expression modulator project, imaging, Hoechst nuclei count. HUVEC TNFalpha-stimulated, Hoechst cell count. cell count reduction, % at 2 µM. 93,000 compounds, 0.17% hits. AID 848, 2007;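 active = cell count reduction exceeding the screen mean by over 5 SD, scaled to untreated wells per plate, cut at about 78% in these data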;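 also: cells counted after 24 h of TNF alpha exposure following the 1 h pretreatment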
Calb biofilm kill – clotrimazole potentiators killing Candida biofilms, primary screen, with clotrimazole, Alamar Blue | 85,000 compounds, 0.14% hits | C. albicans biofilm + clotrimazole | inhibition, % at 6 µM | AID 834, 2007;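 active = inhibition above 20%; inactive = inhibition below 20%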;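 also: preformed 24 hr biofilms exposed to compound for 48 hr; 0% = biofilm without compound and 100% = blank killed by clotrimazole plus chlorhexidine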
CYP2C9 activ – human CYP2C9 activators, primary screen, biochemical, luminescence; activation factor at 5 µM; recombinant CYP2C9, luciferin-H conversion; hits give high values; factor 1 = untreated enzyme, 0 = blocked; 96,000 compounds, 1.4% hits;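 active = activation factor of 2 or more for CYP2C9 at a 5 µM dose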;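 also: 0 = sulfaphenazole-blocked wells and 1 = vehicle-only wells; values of inactives mirror those of a sister screen read the other way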
HUVEC tox IL1B – cytotoxicity in IL-1B stimulated HUVEC, primary screen, cytotoxicity control for IL-1B NFkB translocation project, imaging, Hoechst nuclear count, IL-1B stimulus; AID 845, 2007; cell count reduction, % at 2 µM; 94,000 compounds, 0.41% hits; HUVEC cell count loss;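 active = cell count reduction more than 3 SD above the screen-wide mean, cut at about 70% in these data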;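 also: normalized per plate to untreated control cells as the no-loss baseline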
Numbers without * were called inactive; . = not tested or not shown.

SMILES	CYP2C19 act	CYP2C19 inh	VCAM1 TNFa inh	CYP2C9 inhib	hDAT+cocaine	HUVEC tox TNFa	Calb biofilm kill	CYP2C9 activ	HUVEC tox IL1B
Nc1cc(N)nc(SCC(=O)N2CCN(C(=O)c3ccco3)CC2)n1	1	-1	0	2	-1.1	-3	.	1	-28
O=C1Nc2ccccc2N(O)N1c1cc(-c2cccc(Cl)c2)no1	0.6	38	13	14	0.51	-7	-1	0.9	-5
Cc1cc(N2CCN(C)CC2)nc2ccc(NC(=O)c3cccnc3Cl)cc12	0.8	22	7	2	0.067	-7	61*	1	-3
COc1cc(-c2nc(-c3ccc(C)nc3OC)no2)cc(OC)c1OC	1.1	-9	.	-22	.	.	5	1.2	.
CCN(CC)CCCN1C(=O)c2oc3ccccc3c(=O)c2C1c1cccs1 (stereo unspecified)	1.1	-13	-16	24	-1.4	6	4	0.8	-8
Cc1cccc(Cn2c(C(=O)OC(C)C)cc3c2ccn3C)c1	0.5	46	13	21	0.21	-12	7	0.8	-22
CCC1(C)Cc2c(sc3nnn(CC(=O)Nc4cccc5ccccc45)c(=O)c23)CO1 (stereo unspecified)	0.9	12	13	60*	0.65	-12	.	0.4	-58
COc1cc2nc(COc3ccc(C#N)cc3)n(CC#N)c(=O)c2cc1OC	0.8	22	9	35	0.068	-36	1	0.7	-1
Cc1cc(C)cc(NC(=O)CSc2nnc(Cc3cccn3C)n2-c2ccc(F)cc2)c1	1	0	0	10	2.6*	-20	11	0.9	-64
CCOC(=O)N1CCN(c2ccc(C(=O)c3ccccc3)cc2F)CC1	0.2	76*	-13	87*	2	-23	9	0.1	-10
COc1ccc(CN2C(=O)c3cccnc3C2Nc2cc(Cl)c(OC)cc2OC)cc1 (stereo unspecified)	0.7	30	.	8	1.1	.	.	0.9	.
Cc1noc(C)c1COC(=O)c1cc(=O)[nH]c2ccccc12	0.4	60*	7	80*	-0.28	-35	6	0.2	3
O=c1oc2ccccc2n1CCCCCn1c(=O)oc2ccccc21	0.2	84*	0	-21	-0.84	-25	4	1.2	22
O=S(=O)(c1cc(C(F)(F)F)ccc1Cl)N1CCCCCC1	0.8	21	.	-87	0.016	.	-8	1.9	.
O=C1Nc2ccccc2OC1CC(=O)N1CCCC1 (stereo unspecified)	0.6	45	.	20	0.078	.	11	0.8	.
CCOc1ccc(OCc2cccc(C(=O)N3CCOCC3)c2)cc1	0.7	28	15	25	.	-18	5	0.7	-18
O=C(CSc1nnnn1Cc1ccccc1)Nc1ccc2c(c1)OCO2	0.7	32	5	39	-2.1	-17	10	0.6	-19
CCOc1ccc2nc(NCCO)[nH]c2c1	1.2	-21	-9	-6	-0.24	4	8	1.1	-13
CCCCCNC(=O)CCCCn1c(=O)[nH]c2cc(OCC)c(OCC)cc2c1=O	1	-2	2	15	0.52	-27	2	0.8	-10
O=C(c1sc2ccccc2c1Cl)N(Cc1ccccc1)C1CCS(=O)(=O)C1 (stereo unspecified)	0.5	52*	-7	68*	0.31	-3	0	0.3	10
O=C(NCc1ccco1)c1ccc2ccccc2c1	0.7	28	-13	-4	0.51	-15	1	1	-55
Cc1cccc(N(CC(=O)N2CCOCC2)S(C)(=O)=O)c1C	1.1	-5	7	-17	-0.7	5	.	1.2	12
COC(=O)c1scc(C)c1N/N=C(\C)c1ccc(F)cc1F	0.9	8	-12	-8	-0.61	-21	5	1.1	-109
CCN1CCN(C(=O)CN(Cc2ccccc2)S(C)(=O)=O)CC1	1.1	-10	10	-18	-0.97	-23	1	1.2	-7
CCC(=O)c1ccc(OC(=O)c2cccs2)cc1	.	.	15	.	-0.4	-16	3	.	5
O=S(=O)(O)c1nc2ccccc2n1Cc1ccc(Cl)cc1	1	3	14	44	-0.038	-12	-2	0.6	-6
CC1CCCC(NC(=O)C2CCN(S(=O)(=O)N3CCOCC3)CC2)C1C (stereo unspecified)	1.1	-10	-8	-49	0.78	2	3	1.5	40
CCC1(C)Cc2c(sc3nc(SC)n(Cc4ccccc4)c(=O)c23)CO1 (stereo unspecified)	0.7	35	-7	90*	-0.67	-8	-11	0.1	6
CCOC(=O)c1cnc2c(c(C)nn2C)c1Oc1ccc(Cl)cc1	0.7	31	1	40	2.4	-7	.	0.6	-21
COc1cc2cc(CN(CCN3CCCC3)C(=O)Nc3ccccc3Cl)c(=O)[nH]c2cc1OC	0.9	8	28	15	.	-20	7	0.8	-5
Cc1ccc(CSCCNC(=O)c2ccc(N(C)S(=O)(=O)c3ccccc3)cc2)cc1	0.9	8	2	86*	0.28	2	.	0.1	-28
O=C1c2ccccc2OCOc2ccccc21	0.9	13	-14	4	-0.025	4	-1	1	-36
COc1cc(NC(=O)CSc2nnc(C)s2)cc(OC)c1OC	0.9	14	11	-4	.	-15	-6	1	21
O=C(O)C1(c2cccc(Cl)c2)CCC1	1	-1	10	8	0.0076	-10	0	0.9	9
COc1cc2c(cc1OC)C(C(=O)Nc1ccc3c(c1)OCCO3)C1c3ccccc3CCN1C2=O (stereo unspecified)	0.8	16	6	24	1.2	-32	5	0.8	-22
Cc1nn(-c2ccccc2)c(C)c1/C=N/NC(=O)c1cc(C(C)(C)C)[nH]n1	0.7	27	-17	58*	0.13	7	.	0.4	31
CCOC(=O)N1CCN(C(=O)CCCN2C(=O)CSc3nc(C)cc(C)c32)CC1	1.1	-12	.	-14	-0.064	.	5	1.1	.
COc1ccccc1-c1cc2nc(C)c(CCC(=O)NC(C)CCc3ccco3)c(C)n2n1 (stereo unspecified)	0.1	90*	2	89*	1	-3	6	0.1	6
CCOC(=O)c1sc2nc(N3CCOCC3)c3c(c2c1N)CC(C)(C)N(C)C3	0.9	15	6	19	-0.99	-7	5	0.8	-10
COc1cc(/C=C2\C(=O)N(CCC#N)N=C2C)c(Br)cc1OC(C)C	.	.	-6	.	-0.88	-10	6	.	-20
CC12/C(=N/O)C3C4CC5C3/C(=N/O)C1C5C42 (stereo unspecified)	0.9	9	12	8	-0.0012	-22	6	0.9	-9
COc1cc(C(=O)N2CCC(NC(=O)C(Cc3ccccc3C)NC(C)=O)CC2)cc(OC)c1OC (stereo unspecified)	0.8	24	-5	-14	0.54	-64	5	1.1	-51
COc1cccc(CNS(=O)(=O)/C=C/c2ccc3c(c2)OCO3)c1	0	99*	.	69*	-0.12	.	.	0.3	.
CN1CCN(C(=S)Nc2ccc(Cl)cc2Cl)CC1	0.9	9	-16	11	0.48	-20	2	0.9	.
Cc1ccc(CN2C(=O)CCC2C(=O)NCCCN2CCOCC2)cc1 (stereo unspecified)	1	-5	-30	-5	-0.12	-11	8	1	-18
CCc1cccc(NC(=O)c2ccc(Br)o2)c1	0.3	70*	-8	18	4.9*	-5	2	0.8	-12
CCn1c(=O)cc(SCC(=O)N2CCN(C)CC2)c2ccccc21	1.1	-8	14	-61	-0.013	-48	3	1.6	1
Cc1ccc(-n2ncc3c(=O)[nH]c(SCC(=O)N4CCC(C)CC4)nc32)cc1C	0.9	8	.	21	0.82	.	10	0.8	.
CCC(C)c1ccc2oc(-c3ccc(NC(=O)c4ncn[nH]4)cc3)nc2c1 (stereo unspecified)	1.1	-15	12	4	-0.5	-24	2	1	-22
NC(=O)C1CCN(C(=O)CSc2ccccn2)CC1	1	-5	-41	-16	-0.88	-24	8	1.2	8
CCS(=O)(=O)C(=C(Nc1ccc(OC)cc1)Nc1ccc(OC)cc1)S(=O)(=O)CC	1	2	13	-7	0.76	-16	.	1.1	-24
CC(=O)Nc1ccc(C(=O)OCC(=O)NC(=O)NC2CCCCC2)cc1	0.8	16	-2	22	-0.64	-1	3	0.8	-2
O=C(COc1ccccc1)N(Cc1ccccc1)c1nc(-c2ccccc2)cs1	1	2	11	22	-0.28	-7	.	0.8	20
Cc1cc(C)n(-c2cc(C(C)(C)C)nc3c(-c4ccc(Cl)cc4)cnn23)n1	1	2	14	36	-0.021	-6	5	0.6	-12
COc1ccc(Cl)cc1NC(=O)Nn1cnnc1	1	0	-15	-1	0.017	-2	2	1	-2
CCOC(=O)C1=C(c2ccccc2)Nc2ncnn2C1c1ccc(OC)c(OC)c1OC (stereo unspecified)	0.7	27	22	25	0.47	-23	.	0.7	-12
CCOC(=O)C1CN(S(=O)(=O)c2ccc(F)cc2)C1	0.6	44	6	8	-0.28	-6	.	0.9	-39
CC(=O)OC(C(=O)NCS(=O)(=O)c1ccc(C)cc1)c1cccnc1 (stereo unspecified)	0.8	24	-4	8	-0.74	12	6	0.9	-4
COc1ccc(NC(=O)CSc2nnc(-c3ccco3)n2C)cc1	0.1	92*	.	93*	-0.0074	.	0	0.1	.
CCOC(=O)CN(C(=O)CSc1nnc(-c2ccc(OC)c(OC)c2)o1)c1ccccc1	0.8	20	31	34	0.14	-18	-3	0.7	-7

Reformatted with bars between the fields: 2 of the compounds above
structure | CYP2C19 act | CYP2C19 inh | VCAM1 TNFa inh | CYP2C9 inhib | hDAT+cocaine | HUVEC tox TNFa | Calb biofilm kill | CYP2C9 activ | HUVEC tox IL1B
NC(=O)C1CCN(C(=O)CSc2ccccn2)CC1 | 1 | -5 | -41 | -16 | -0.88 | -24 | 8 | 1.2 | 8
COc1cc(NC(=O)CSc2nnc(C)s2)cc(OC)c1OC | 0.9 | 14 | 11 | -4 | . | -15 | -6 | 1 | 21

Following part
SMILES	CYP2C19 act	CYP2C19 inh	VCAM1 TNFa inh	CYP2C9 inhib	hDAT+cocaine	HUVEC tox TNFa	Calb biofilm kill	CYP2C9 activ	HUVEC tox IL1B
Cn1c(=O)c2c(nc(SCC(=O)O)n2Cc2cc3c(cc2Cl)OCO3)n(C)c1=O	1	-2	-4	21	-0.64	-4	6	0.8	11
Cc1ccc(CSCC(=O)N2CCN(Cc3ccc4c(c3)OCO4)CC2)cc1	.	.	8	.	0.54	-20	2	.	-15
O=C(c1cc2c(ccc3ccccc32)o1)N1CCN(c2ncc(C(F)(F)F)cc2Cl)CC1	0.8	17	-16	2	0.4	0	-2	1	5
Cc1nc(SCC(=O)N(C)C2CCCCC2)[nH]c(=O)c1Cc1ccccc1	0.4	60*	-15	69*	1.4	-9	1	0.3	-98
CCn1c(=O)n(CC)c2cc(S(=O)(=O)NCCOc3ccccc3)c(C)cc21	0.5	51*	6	72*	-1.1	-3	6	0.3	-8
CN1c2ccccc2N(C)C1c1c(O)ccc2ccccc12	.	.	6	.	1.1	-32	6	.	8
CSc1ccc(Cl)c(C(=O)OCC(=O)NCC(C)C)c1	0.3	66*	-9	23	-0.22	-8	.	0.8	-8
Cc1cc(OCC(=O)Nc2ccc(N3CCCC3)cc2)cc(C)c1Cl	1	-2	-2	4	-0.038	2	-3	1	4
Cn1c(=O)c2c(nc(NCc3ccco3)n2Cc2ccc(Cl)cc2Cl)n(C)c1=O	1.1	-7	-9	4	-0.12	-19	2	1	7
O=C(c1cc2sccc2n1Cc1ccccc1)N1CCN(c2nc3ccccc3s2)CC1	0.8	25	4	53*	-0.002	-4	-1	0.5	0
CCn1c(SCC(N)=O)nc2ccccc2c1=O	1.1	-11	4	-8	-0.92	0	7	1.1	-201
COc1ccc(CCNc2ncnc3nc[nH]c23)cc1OC	0.9	6	.	9	-0.94	.	23*	0.9	.
